# Rab7 wt GTP bind – modulators of GTP binding to Rab7, primary screen, biochemical, wildtype, multiplex bead flow cytometry; GST-Rab7 beads, fluorescent GTP binding; actives lie on both sides; untreated = 100%, excess cold GTP = 0%; AID 758, 2007; GTP binding activity (percent of control), % at 10 µM; 190,000 compounds, 0.055% hits; Rab7 GTPase wild type (dog), Bodipy-FL-GTP binding;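 active = fluorescent GTP binding to Rab7 beads changed by at least 20 points from the 100% baseline, either direction, mostly lower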;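 also: median green fluorescence of bound Bodipy-FL-GTP per Rab7 bead population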
# Rab2 wt GTP – modulators of GTP binding to Rab2A wildtype, primary screen, biochemical, dog, bead-based flow cytometry, multiplex; GTP binding activity, % at 10 µM; GST-Rab2 wt beads, Bodipy-GTP binding; 190,000 compounds, 0.19% hits; AID 760, 2007;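 active = GTP binding activity at least 20 points away from 100%, either lowered or raised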;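 also: 0% = beads with excess unlabeled GTP and 100% = no-compound control corrected for plate trend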
# Cdc42 wt – modulators of GTP binding to wildtype Cdc42, primary screen, biochemical, multiplex bead flow cytometry, Bodipy-GTP; Cell division control protein 42 homolog (Homo sapiens), P60953; GST-Cdc42 beads; actives lie on both sides; percent activity (GTP binding), % at 10 µM; 190,000 compounds, 0.2% hits; AID 761, 2007;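 active = percent activity GTP binding at least 20 points away from the 100% baseline, either down as inhibitor or up as activator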;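 also: median bead fluorescence of bound Bodipy-FL-GTP at 100 nM; 0% = excess unlabeled GTP control and 100% = no compound control; below 100% means less GTP binding so inhibitor and above means activator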
# Target sequence (P60953 whole entry, looked up): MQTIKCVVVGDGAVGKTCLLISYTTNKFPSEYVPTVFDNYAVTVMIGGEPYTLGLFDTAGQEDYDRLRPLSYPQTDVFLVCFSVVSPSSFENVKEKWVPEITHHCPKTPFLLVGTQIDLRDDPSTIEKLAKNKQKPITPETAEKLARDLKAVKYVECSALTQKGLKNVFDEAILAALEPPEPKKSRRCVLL
# Avidin bead fluor – green autofluorescence of compounds with avidin beads – biophysical, 488/530 nm, flow cytometry, artefact control, profiling panel | compound fluorescence 488/530 nm; stronger effect = higher value | AID 1775, 2009 | fluorescence (KMESF) at 10 µM | 220,000 compounds, 0.38% hits; in the data active = fluorescence above about 47; also: inactives centre near 10
# ABCG2 block – ABCG2 efflux pump inhibitors, primary screen, multiplex with ABCB1, IgMXP3 cells, flow cytometry. AID 1325, 2008. inhibition, % at 6.6 µM. 190,000 compounds, 0.1% hits. JC-1 efflux;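 active = inhibition above 80%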;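 also: 0% = DMSO and 100% = nicardipine control wells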
# Target sequence (Q9UNQ0 whole entry, looked up): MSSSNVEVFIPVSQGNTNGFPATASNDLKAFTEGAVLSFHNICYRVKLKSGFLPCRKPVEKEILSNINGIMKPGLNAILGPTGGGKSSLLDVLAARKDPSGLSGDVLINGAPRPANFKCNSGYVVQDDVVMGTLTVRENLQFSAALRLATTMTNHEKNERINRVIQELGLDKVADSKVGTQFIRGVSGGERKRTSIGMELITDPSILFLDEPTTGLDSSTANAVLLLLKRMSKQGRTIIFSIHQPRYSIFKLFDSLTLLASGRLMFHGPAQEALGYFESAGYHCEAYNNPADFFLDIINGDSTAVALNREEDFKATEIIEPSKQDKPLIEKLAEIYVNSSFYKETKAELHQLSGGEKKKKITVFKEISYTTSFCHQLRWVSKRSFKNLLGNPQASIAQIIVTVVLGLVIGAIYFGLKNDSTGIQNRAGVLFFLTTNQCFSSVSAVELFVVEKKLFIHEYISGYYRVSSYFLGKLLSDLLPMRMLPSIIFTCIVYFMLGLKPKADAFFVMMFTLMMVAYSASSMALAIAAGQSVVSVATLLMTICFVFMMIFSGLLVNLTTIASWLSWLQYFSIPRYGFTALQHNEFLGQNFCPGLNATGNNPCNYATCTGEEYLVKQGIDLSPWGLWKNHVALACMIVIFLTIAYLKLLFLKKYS
#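 test system = two drug-resistant human cell lines, ABCG2 and ABCB1 | amount = 3 million cells/mL final, two lines in 1:1 ratio | reagent = JC-1 transporter substrate | doses = one concentration, 6.6 µM final | incubation = 10 min at 25 °C | signal = flow cytometric JC-1 green MFI at 530 nm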
# HRas wt GTP bind – modulators of GTP binding to HRas wildtype, primary screen, biochemical, bead-based flow cytometry, multiplex; GTPase HRas (Homo sapiens), P01112; GST-Ras wt beads, Bodipy-FL-GTP binding; actives lie on both sides; GTP binding activity, % at 10 µM; 190,000 compounds, 0.14% hits;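 active = GTP binding activity at least 20% away from the 100% baseline, either lowered as inhibitor or raised as activator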;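 also: 0% = unlabeled GTP competition control and 100% = no-compound control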
# Target sequence (P01112 whole entry, looked up): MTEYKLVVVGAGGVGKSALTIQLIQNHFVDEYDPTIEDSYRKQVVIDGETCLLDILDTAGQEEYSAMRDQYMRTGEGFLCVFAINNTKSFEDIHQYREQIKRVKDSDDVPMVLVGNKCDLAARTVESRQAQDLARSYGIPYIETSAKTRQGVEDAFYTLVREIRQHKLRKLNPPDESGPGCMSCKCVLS
# Rac1 mut GTP – GTP binding modulators of activated mutant Rac1, primary screen, biochemical, bead-based flow cytometry, multiplex, fluorescent GTP | Ras-related C3 botulinum toxin substrate 1 (Homo sapiens), P63000 | GST-Rac1 activated beads; actives lie on both sides; 100% means binding = to untreated wells | percent activity (GTP binding), % at 10 µM | 190,000 compounds, 0.11% hits;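 active = GTP binding at least 20 percentage points away from the 100% baseline, in either direction, so actives lie on both sides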
# ABCB1 inh – ABCB1 efflux pump inhibitors, primary screen, cell-based, multiplex, flow cytometry, ABCG2 counter-screen | ATP-dependent translocase ABCB1 (Homo sapiens), P08183 | CCRF-Adr cells, JC-1 efflux | inhibition, % at 6.6 µM | 190,000 compounds, 0.067% hits | AID 1326, 2008; in the data active = inhibition above about 40%;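 also: 0% = vehicle and 100% = reference inhibitor; higher value means more JC-1 retained so stronger ABCB1 efflux block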
# GSH fluor – compound fluorescence on glutathione beads, profiling panel, artefact control, biophysical, 488/530 nm, flow cytometry; GSH beads flow cytometry, compound fluorescence 488/530 nm; stronger effect = higher value; fluorescence (KMESF) at 10 µM; AID 1776, 2009; 190,000 compounds, 0.25% hits; in the data active = fluorescence above about 89;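 also: glutathione beads carrying GST-tagged Bcl family fusion proteins plus one bare bead set; values are compound well signal with DMSO vehicle wells as background; inactives centre near 16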
# Rac1 wt GTP bind – wildtype Rac1 GTP binding modulators, primary screen, biochemical, GST-Rac1 beads, flow cytometry, multiplex | fluorescent GTP binding; actives lie on both sides; 0 = cold GTP competed, 100 = untreated | 190,000 compounds, 0.27% hits | Ras-related C3 botulinum toxin substrate 1 (Homo sapiens), P63000 | GTP binding activity (% of control), % at 10 µM;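 active = GTP binding activity at least 20 points away from the 100% control level, either lower or higher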
# Pf gamet viab – late stage P. falciparum gametocyte viability inhibitors, primary screen, ATP luminescence, HTS | 150,000 compounds, 0.065% hits | inhibition, % at 10.9 µM | P. falciparum stage V gametocytes, 24 h;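 active = inhibition above the mean plus 3 SD of compounds within the control limits, set per campaign, cut at about 38% in these data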;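 also: 0% = DMSO wells and 100% = medium only without gametocytes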
# An asterisk follows results filed as active; . = no result given. Compounds were not picked by outcome; overall some 1.1% were active at least once.
SMILES,Rab7 wt GTP bind,Rab2 wt GTP,Cdc42 wt,Avidin bead fluor,ABCG2 block,HRas wt GTP bind,Rac1 mut GTP,ABCB1 inh,GSH fluor,Rac1 wt GTP bind,Pf gamet viab
CCCC1Cc2c(sc3nc(SC)nc(N)c23)CO1 (stereo not given),97,99,97,15,40,99,99,0.8,32,99,6
COc1ccc(C2OC(=O)CC2C(=O)NC2CCCCCC2)cc1OC (stereo not given),95,102,104,13,12,101,101,0.4,32,103,.
Cc1ccc(N=Nc2c(C)[nH]n(C(N)=S)c2=O)cc1,98,97,95,19,2,96,92,0.5,12,91,-25
CC(C)NC(=O)c1ccccc1N(Cc1ccccc1)S(C)(=O)=O,98,102,106,14,0,102,103,-0.1,26,106,.
CCCOc1ccc(C(=O)NNC(=S)NC(C)=O)cc1,100,105,106,14,0,105,101,0.1,27,104,-31
O=C(Nc1nc(-c2cccs2)c(-c2cccs2)s1)C1CCCC1,99,99,100,7,0,100,99,-0.1,18,103,2
CC(C1CC1)N(Cc1ccccc1)C(=O)NC(=O)c1ccccc1 (stereo not given),103,97,98,12,6,98,97,2.9,13,99,0
CSc1ccc(C#N)cc1NC(=O)c1ccc(Cl)cc1,102,101,100,12,5,101,98,0.2,19,102,11
COc1ccccc1NC(=O)c1nn(C)cc1Br,96,98,101,12,2,101,98,0.1,25,101,-17
CCOC(=O)c1c(NC(=S)Nc2cccnc2)sc(C)c1C,100,98,97,14,8,96,95,0.2,19,97,-11
COc1cc(/C=N/NC(=O)CC2(C)OCCCO2)ccc1OCc1ccccc1,95,97,101,10,1,101,99,-0.3,4,105,21
CCn1c(-c2ccoc2C)n[nH]c1=S,96,96,96,28,2,98,93,0.9,20,94,.
CC1S/C(=C(\C#N)C(N)=O)N(c2ccc(F)cc2)C1=O (stereo not given),106,103,106,9,2,104,101,0.4,16,112,-46
CC1(C)CC(=O)C(C=NCCc2ccc(S(N)(=O)=O)cc2)=C(O)C1,102,102,105,17,3,102,103,1.1,28,105,-18
Cc1ccc(SC(=O)COc2ccc(C)c(C)c2)cc1,98,97,97,10,0,98,99,-0.2,8,104,.
CCOc1ncccc1C(=O)N(C)CC(=O)Nc1ccccc1SC,100,102,102,7,1,100,99,-0.4,9,104,-13
CSc1ccc(/C=C(\C#N)C(=O)Nc2cccc(C)c2)cc1,98,95,100,7,18,99,100,0.2,14,101,-3
CC(=O)c1cc2c(cc1NC(=O)CCc1ccccc1)OCO2,94,96,100,30,5,98,97,0.3,15,96,.
Cn1c(=O)[nH]c(=O)c2c1nc(CN1CCN(c3cccc(Cl)c3)CC1)n2CCN1CCOCC1,106,104,104,8,9,104,99,0.7,16,102,-4
C/C(=N\NC(=O)c1ccc(CN2CCOCC2)cc1)c1ccc([N+](=O)[O-])cc1,101,100,102,10,18,100,101,0.7,12,103,-5
CC(=O)c1ccc(N(C(=O)c2ccco2)C(C(=O)NC2CCCC2)c2ccc(N3CCOCC3)cc2)cc1 (stereo not given),106,100,99,10,0,102,96,0.1,17,102,.
CCN1CCN(c2c(Cl)cccc2NC(=O)c2ccc([N+](=O)[O-])cc2)CC1,110,106,100,10,9,103,96,0.4,13,108,-5
Cc1ccc(-n2c(SCC(=O)NC3CCS(=O)(=O)C3)nc3ccccc3c2=O)cc1 (stereo not given),94,99,96,9,0,98,96,-0.3,14,97,6
CC(=O)Nc1ccc(S(=O)(=O)N(C)c2ccc(OCC(=O)OCC(=O)N3CCCCC3)cc2)cc1,107,98,94,24,0,99,98,0.0,17,99,0
COc1ccc(N2C(=O)[C@@H]3[C@H](C2=O)[C@H]2c4ccccc4C=CN2[C@@H]3C(=O)Nc2ccccc2)cc1,101,101,101,15,-10,101,97,0.0,35,100,-5

# 3 compounds out of the list, sorted by count of non-hydrogen atoms, descending:
SMILES,Rab7 wt GTP bind,Rab2 wt GTP,Cdc42 wt,Avidin bead fluor,ABCG2 block,HRas wt GTP bind,Rac1 mut GTP,ABCB1 inh,GSH fluor,Rac1 wt GTP bind,Pf gamet viab
Cc1ccc(-n2c(SCC(=O)NC3CCS(=O)(=O)C3)nc3ccccc3c2=O)cc1 (stereo not given),94,99,96,9,0,98,96,-0.3,14,97,6
CCOc1ncccc1C(=O)N(C)CC(=O)Nc1ccccc1SC,100,102,102,7,1,100,99,-0.4,9,104,-13
CCCOc1ccc(C(=O)NNC(=S)NC(C)=O)cc1,100,105,106,14,0,105,101,0.1,27,104,-31

# Other entries follow:
SMILES,Rab7 wt GTP bind,Rab2 wt GTP,Cdc42 wt,Avidin bead fluor,ABCG2 block,HRas wt GTP bind,Rac1 mut GTP,ABCB1 inh,GSH fluor,Rac1 wt GTP bind,Pf gamet viab
Cc1cccnc1Sc1c([N+](=O)[O-])ncn1C,98,99,101,15,4,100,100,0.8,30,105,6
COc1ccc(C2c3sc(=O)[nH]c3SC3C(=O)N(c4ccccc4)C(=O)C32)cc1 (stereo not given),100,99,103,7,-3,98,98,-2.2,23,104,.
COC(=O)c1cc(NS(=O)(=O)c2ccc3c(c2)CCC(=O)N3)cc(C(=O)OC)c1,100,96,98,10,0,98,96,0.4,26,97,.
COc1ccc(N2C(=O)C(CN3CCCCC3)C2c2ccccc2)cc1 (stereo not given),106,100,100,20,1,101,97,0.5,12,101,3
COC(=O)c1c(NC(=O)CN2CCC3(O)CCCCC3C2c2ccc(OC)cc2OC)sc(C)c1C (stereo not given),98,98,94,2,-2,100,100,-0.5,8,102,.
O=c1c([N+](=O)[O-])c(NCCN2CCCCCC2)c2ccccc2n1-c1ccccc1,102,98,98,2,15,99,99,5.5,9,98,.
Cc1cc(C)cc(C(=O)Nc2ccc3[nH]c(=O)[nH]c3c2)c1,102,98,95,3,2,95,92,0.4,10,95,15
CCOC(=O)c1sc2nc(C3CC3)cc(-c3ccc(F)cc3)c2c1N,103,97,97,12,20,98,95,2.6,32,97,.
CC1(C)Cc2c(c(N3CCOCC3)nc3sc4c(NN)ncnc4c23)CS1,100,100,103,33,18,99,100,5.0,26,107,-9
COc1ccc(Cl)cc1-c1nc(N)nc(N(C)C)n1,105,99,100,3,4,100,99,0.4,7,102,17
CC(=O)c1ccc(NC(=S)NCCc2ccc(S(N)(=O)=O)cc2)cc1,94,93,92,14,-2,93,95,-0.2,15,95,.
Cc1ccc(NC(=O)Cn2nc(-c3ccccc3Cl)ccc2=O)c(Br)c1,102,96,95,14,2,96,94,-0.2,13,98,16
CCOc1ccccc1N1CC(C(=O)Nc2ccc3c(c2)OCCO3)CC1=O (stereo not given),103,95,96,10,0,97,96,0.2,12,101,8
COC(OC)c1ccnc(-c2ccc(OC(C)=O)cc2)n1,97,99,103,11,0,99,97,0.0,14,99,.
CC1CCCN(Cc2nc(Cc3ccccc3Cl)no2)C1 (stereo not given),103,99,96,1,3,97,95,1.2,15,95,19
O=C(NCc1n[nH]c(=S)n1-c1ccccc1)c1cccs1,95,99,99,9,18,97,94,1.2,12,100,.
Cc1cc(C(=O)CCl)c(C)n1CCc1ccccc1,92,87,86,20,4,90,89,0.9,12,81,-17
COC(=O)c1cc(OC)c(OC)cc1NC(=O)c1cnccn1,98,95,102,6,7,96,98,1.2,22,100,.
COCCn1nnnc1C(c1cc2cccc(C)c2[nH]c1=O)N1CCN(c2ccccc2F)CC1 (stereo not given),100,98,99,10,12,100,97,3.8,27,103,-11
Cc1ccccc1-n1c(C)nnc1SCc1cc(=O)oc2ccc3ccccc3c12,98,98,100,15,-5,99,100,-0.8,9,102,2
Cc1cc(C)nc(NC(=S)Nc2cccc(Cl)c2Cl)c1,100,98,99,10,12,97,98,0.1,9,97,-16
COc1ccc([N+](=O)[O-])cc1NC(=O)COC(=O)/C=C/c1ccco1,100,100,102,3,11,100,100,0.3,12,105,.
COc1ccc(NC(=O)CSc2c(C)n[nH]c2C)cc1,101,100,103,8,0,101,100,0.0,16,102,.
COc1ccc(S(=O)(=O)N(C)c2ccc(C(=O)N3CCC(C(N)=O)CC3)cc2)cc1,100,98,100,15,3,101,97,0.8,27,98,.
O=C(CSc1nnc2c(n1)[nH]c1ccccc12)Nc1ccc2c(c1)OCO2,94,91,92,8,6,93,95,0.5,9,93,.
c1ccc(Oc2ccc(-c3ccnc4nc(N5CCN(c6ccccc6)CC5)nn34)cc2)cc1,100,100,98,23,6,101,96,1.7,54,102,-8
COC(=O)c1ccc(CSc2nc3ccc(C)cc3[nH]2)o1,95,101,101,8,1,101,99,0.6,66,100,-4

# Grouped by structure, those above containing an NH in an aromatic ring (ten)
SMILES,Rab7 wt GTP bind,Rab2 wt GTP,Cdc42 wt,Avidin bead fluor,ABCG2 block,HRas wt GTP bind,Rac1 mut GTP,ABCB1 inh,GSH fluor,Rac1 wt GTP bind,Pf gamet viab
Cc1ccc(N=Nc2c(C)[nH]n(C(N)=S)c2=O)cc1,98,97,95,19,2,96,92,0.5,12,91,-25
CCn1c(-c2ccoc2C)n[nH]c1=S,96,96,96,28,2,98,93,0.9,20,94,.
Cn1c(=O)[nH]c(=O)c2c1nc(CN1CCN(c3cccc(Cl)c3)CC1)n2CCN1CCOCC1,106,104,104,8,9,104,99,0.7,16,102,-4
COc1ccc(C2c3sc(=O)[nH]c3SC3C(=O)N(c4ccccc4)C(=O)C32)cc1 (stereo not given),100,99,103,7,-3,98,98,-2.2,23,104,.
Cc1cc(C)cc(C(=O)Nc2ccc3[nH]c(=O)[nH]c3c2)c1,102,98,95,3,2,95,92,0.4,10,95,15
O=C(NCc1n[nH]c(=S)n1-c1ccccc1)c1cccs1,95,99,99,9,18,97,94,1.2,12,100,.
COCCn1nnnc1C(c1cc2cccc(C)c2[nH]c1=O)N1CCN(c2ccccc2F)CC1 (stereo not given),100,98,99,10,12,100,97,3.8,27,103,-11
COc1ccc(NC(=O)CSc2c(C)n[nH]c2C)cc1,101,100,103,8,0,101,100,0.0,16,102,.
O=C(CSc1nnc2c(n1)[nH]c1ccccc12)Nc1ccc2c(c1)OCO2,94,91,92,8,6,93,95,0.5,9,93,.
COC(=O)c1ccc(CSc2nc3ccc(C)cc3[nH]2)o1,95,101,101,8,1,101,99,0.6,66,100,-4
